# Assay outcomes from PubChem.
# Abeta yeast res = restores growth of yeast expressing A-beta42 peptide | AID 1347071 | hit rate 0.063% among 410,000 | yeast expressing A-beta42, growth rescue, OD600, 48 h; response scale: 0% DMSO, 100% iron-clioquinol control | Potency, µM (series often up to 46.1 µM), inactives show at the highest dose growth rescue, actives largely listed as activators; also: potency is read from the fitted curve at half-maximal effect; nearly all actives have a fitted effect of over 55% in size
#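 Yeast A-beta toxicity model in growth medium with pinned compounds, 48 h at 30 C; growth read as absorbance at 600 nm. Normalized to FeCl3/clioquinol equimolar mix (positive) and DMSO (negative).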
# EPAC1 antagonist = blocks human EPAC1 exchange factor | O95398 | hit rate 0.14% among 360,000 | Potency, µM (titrated, usually from 115 µM), for the others: top-dose activity change, negative = inhibition, hits mostly inhibitors | AID 720709 | EPAC1 GEF assay, Rap1b-BODIPY-GDP exchange fluorescence;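 also: potency is read from the fitted curve at half-maximal effect; plate controls were vehicle for no effect and positive control for full effect; nearly all actives have a fitted effect of over 50% in size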
# EPAC1 agonist = agonists of human EPAC1. O95398. EPAC1 agonist qHTS, biochemical assay; response scale: 100% = response to 6.5 mM cAMP. Potency, µM (doses to about 154 µM), for the others: top-dose activation, usual class: activators. hit rate 0.073% among 360,000. AID 720707; also: potency is read from the fitted curve at half-maximal effect; nearly all actives have a fitted effect of over 60% in size
#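 Normalized to 6.5 mM cAMP, activity reflects EPAC1-catalysed release of BODIPY-GDP from Rap1B, followed kinetically over 30 min at 480 nm excitation, 540 nm emission. Reaction contained 100 nM EPAC1, 250 nM Rap1B-BODIPY-GDP, 50 uM GDP.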
# PI5P4Ka inh = inhibitors of human PI5P4K alpha; PI5P4Kalpha enzyme, ADP-Glo luminescence, 60 min; active compounds read low; P48426; hit rate 1.2% among 330,000; max response, %; active = max response of -50% or lower; inconclusive = between -30% and -50%; inactive = -30% or higher; also: value at the top dose of about 77 µM; % is scaled to controls: 0 for no effect and ±100 for the full control effect
#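 qHTS, 1536-well: enzyme/substrate mix, compound by pin tool, 5 microM ATP final; RT 60 min; ADP-Glo reagents 1 (45 min) then 2 (30 min); luminescence.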
# FUS yeast rescue = suppressors of FUS proteinopathy in yeast | S. cerevisiae FUS-expressing, growth rescue, OD600, 24 h | Potency, µM (titrated, usually from 76.6 µM), for the others: at the highest dose growth rescue (activation), most hits filed as activators | hit rate 0.24% among 390,000 | AID 1347120;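 also: potency is read from the fitted curve at half-maximal effect; plate controls were DMSO vehicle for no effect and reference control for full effect; nearly all actives have a fitted effect of over 55% in size; some results filed as inactive show a strong effect at the top dose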
#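 FUS-expressing yeast, raffinose-pregrown, induced in 2% galactose minimal medium at OD 0.005; compounds in a dilution series, 24hr at 30C. Growth restoration read as absorbance at 600 nm. CP55940 positive control, DMSO negative.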
# WRN helicase inh = blocks human WRN helicase; Q14191; WRN helicase unwinding, fluorescent forked duplex, kinetic; Potency, µM (series often up to 114 µM), for inactives: at the highest dose activity change, negative = inhibition, hits mostly inhibitors; hit rate 0.46% among 360,000; also: potency is read from the fitted curve at half-maximal effect; % is scaled to controls: 0 for no effect and ±100 for the full control effect; nearly all actives have a fitted effect of over 55% in size
#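 Primary qHTS, 1536-well format. 20 nM WRN + compound, 15 min RT; start with 100 nM forked fluorophore/quencher duplex, 2 mM ATP (final); kinetic read ex 525/em 598 nm.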
# IL-2 act = activates IL-2 in a cell-based reporter assay. IL-2 activation reporter assay, cell-based qHTS; stimulated with anti-CD3/CD4/CD28 beads; in transgenic mouse T cells. activation, % (series mostly up to about 46 µM). hit rate 0.065% among 360,000. AID 652025; in the data active = activation above about 50%; inconclusive = mostly about 30% to 49%; also: 0% is about no effect
#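 Readout is EGFP and DsRed signal by fluorescent plate cytometry after 18 h at 37 degrees C. Transgenic mouse T cells (750/well) received compound for 60 min before bead stimulation (anti-CD3, anti-CD4, anti-CD28); memory T cells served as non-tolerant control.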
# PLK1 PBD block = blocks phosphopeptide binding to human PLK1 polo-box domain | Potency, µM, inactives show max response, negative = inhibition, actives largely listed as inhibitors | hit rate 2.8% among 360,000 | AID 720504 | Plk1 PBD binding of FITC phosphopeptide, fluorescence polarization | P53350; also: potency is read from the fitted curve at half-maximal effect; series mostly up to about 57 µM; % is scaled to controls: 0 for no effect and ±100 for the full control effect; nearly all actives have a fitted effect of over 65% in size
# Starred values were filed as active, the others as inactive; ? = inconclusive; . = no result given; [ ] = another dose, or the depositor's remark. Unless noted, calls follow the shape of the dose curve; as a rule, active = well fitted curve in the direction sought with a large enough effect; inconclusive = small, poorly fitted or top-dose-only effect, or another doubt; inactive = no such curve, though single readings can be large; an effect the other way counts as inactive or inconclusive.
SMILES,Abeta yeast res,EPAC1 antagonist,EPAC1 agonist,PI5P4Ka inh,FUS yeast rescue,WRN helicase inh,IL-2 act,PLK1 PBD block
CN(C(=O)COC(=O)c1ccccc1Nc1ccccc1)C1CCS(=O)(=O)C1 (stereo not given),2%,-14%,8%,-8,28%,-1%,-0.3,-8%
C=CCC(O)(CC=C)CNC(=O)C1CCC(=O)N(CCCc2ccccc2)C1 (stereo not given),-12%,6%,-5%,-11,-4%,14%,-3.8,0%
CCOC(=O)N1CCN(C2=C(NS(=O)(=O)c3ccc(Br)cc3)C(=O)c3ccccc3C2=O)CC1,-22%,-11%,7%,-19,1%,-1%,-1.0,-18%
C=CCN(CC=C)C(=O)c1cccc(S(=O)(=O)N2c3ccccc3CC2C)c1 (stereo not given),6%,-26%,2%,1,7%,-1%,-2.4,-7%
CCCNC(C)C(=O)Nc1ccccc1C (stereo not given),-3%,3%,-6%,-2,3%,-7%,0.1,-6%
Cc1cc(C)n(-c2ccc(C(=O)N3CCN(S(=O)(=O)c4ccc(Cl)cc4)CC3)cc2)n1,-4%,-20%,5%,0,34%,3%,1.0,-6%
CN(C(=O)c1cccc(NC(=O)Cc2ccc([N+](=O)[O-])cc2)c1)C1CCCC1,3%,-3%,4%,-3,25%,-1%,-3.8,-13%
O=C1NC[C@H](Cc2ccc(O)cc2)N(C[C@H]2CCCN2C[C@H](Cc2ccc(O)cc2)N2C[C@H](Cc3ccc(O)cc3)N(CCc3ccccc3)C(=O)C2=O)C1=O,-23%,-17%,-3%,-5,5%,-1%,0.1,4%
COc1cccc(-n2c(=O)c3sccc3n(CC(=O)NCC3CCCO3)c2=O)c1 (stereo not given),2%,-22%,-19%,-2,7%,3%,-3.0,-3%
CN1CCCN(Cc2ccccc2C(F)(F)F)CC1,-11%,2%,-3%,0,24%,-5%,-0.9,-6%
Cn1c(SCC(=O)NC2CCCC2)nc2cccnc21,3%,-5%,3%,0,27%,-7%,0.4,-7%
COC(=O)[C@@]1(Cc2ccc(F)cc2)[C@H]2c3cc(C(=O)N(C)C)n(Cc4ccc(Cl)c(C(F)(F)F)c4)c3C[C@H]2CN1C(=O)c1ccccc1,7%,-19%,-16%,5,40%,-7%,-0.4,0%
CCCCC(=O)OCC(=O)C1(O)Cc2c(O)c3c(c(O)c2C(OC2CC(NC(=O)C(F)(F)F)C(O)C(C)O2)C1)C(=O)c1c(OC)cccc1C3=O (stereo not given),-7%,-23%,-19%,-6,.,7.9µM*,5.0,-7%
CCOc1cc(/C=N/O)cc(Br)c1OC,-25%,2%,-3%,.,-8%,-4%,-2.5,1%
C#CCN1C=CC(=O)[C@@H](OC(=O)Nc2ccc(Br)cc2)[C@H]1c1ccccc1Br,13%,-11%,-9%,2,37%,2%,0.1,-5%
CC(C)(C)NC(=O)NC(=O)CN1CCc2ccccc21,10%,1%,-3%,-2,2%,-6%,-2.3,-24%
CC(C)NC(=O)c1ccccc1S(=O)(=O)c1ccccc1C#N,15%,1%,4%,-4,-5%,-5%,0.7,-7%
CC(=O)Nc1c(C(=O)Nc2ccc3c(c2)OCO3)oc2ccccc12,-7%,-8%,9%,-5,-15%,5%,-3.4,-9%
O=C(CCC(=O)c1ccc[nH]1)c1ccc(Cl)cc1,-4%,18%,-6%,-18,25%,11%,-0.9,-4%
CCC(CC)CN1C(Nc2ccccc2)=NC[C@@H]1C,-4%,2%,-14%,-1,-13%,3%,-3.3,-14%
COc1ccc(NC(=O)CN(C)C(=O)CCCSc2nc3ccccc3[nH]2)cc1,0%,16%,4%,-3,3%,22%,-4.3,-5%
O=C(c1cccc(F)c1)N1CCN(Cc2c[nH]c3ccccc23)CC1,4%,-17%,8%,4,-5%,-35%,-0.3,-10%
O=C(COC(=O)c1ccccc1SCC(=O)N1CCCC1)Nc1ccccc1C(F)(F)F,3%,4%,-13%,1,18%,-5%,-0.3,-21%
O=C(/C=C/N1CCOCC1)c1ccc(-c2ccccc2)cc1,-62%[inhibitor],0%,-2%,.,21%,-24%,0.4,-4%
Cc1oc(/C=N/NC(=O)CC2(C)OCCO2)cc1Br,-4%,14%,-3%,1,9%,-1%,0.7,-17%
COc1ccc2nc(C)cc(N/N=C/c3ccc(F)cc3)c2c1,-6%,-5%,-4%,-25,-13%,5%,-4.3,-12%
O=C(NCCN1CCOCC1)c1cc(-c2ccco2)on1,0%,5%,6%,-2,.,0%,-0.5,-4%
CC1(C)CC(=O)C/C(=N\NC(=O)C2CC23CCC3)C1 (stereo not given),-8%,13%,-3%,3,-39%,7%,-3.1,1%
CCN(CC)c1ccc(C(=O)N/N=C(\C)c2cccc(OC)c2)cc1,-15%,-25%,-2%,5,.,-4%,-4.1,-4%
COc1cc([N+](=O)[O-])ccc1NC(=O)CCS(=O)(=O)c1ccc2c(c1)n(C)c(=O)c(=O)n2C,5%,9%,11%,-1,13%,-3%,2.2,-3%
CN(C)S(=O)(=O)c1ccc(C(=O)N2CCN(S(=O)(=O)c3ccc4c(c3)OCCO4)CC2)cc1,-12%,15%,-4%,0,.,6%,-3.1,1%
COc1cc(/C=N/NC(=O)CCc2ccccc2)ccc1O,-12%,8%,0%,8,5%,-12%,-2.1,-10%
Cc1ccc2cccc(OCC(=O)NCCC3=CCCCC3)c2n1,6%,-7%,3%,7,.,-16%,-3.9,-8%
CC(=O)n1nc(-c2ccc(C)cc2)nc1NCc1ccc(F)cc1,5%,-12%,7%,20,10%,3%,0.3,-6%
COc1ccccc1/C=C1\SC(=S)N(CCC(=O)NC2=NCCS2)C1=O,6%,24%,2%,-1,-4%,-1%,4.7,-17%
Cn1cnc2cc(OC(=O)c3ccccc3)ccc21,12%,-2%,3%,.,-21%,-12%,-0.2,-1%
O=C(C1=C(O)C(=O)N(c2nccs2)C1c1ccccc1)c1cc2ccccc2o1 (stereo not given),8%,-15%,-8%,-52*,13%,-6%,-4.5,?
O=c1oc2ccccc2c2c1nc(C(F)(F)F)n2-c1ccccc1,2%,1%,0%,-8,-36%,2%,0.3,5%
CC1(OC(=O)C2CCCC2)C(=O)C=C2C=C(c3ccsc3)N(CC3CC3)C=C2C1=O (stereo not given),2%,-8%,-10%,-2,2%,2%,0.7,-29%
COc1ccc(C(=O)NC(=S)NCCO)cc1Br,13%,-5%,0%,.,0%,3%,-1.9,-3%
CCOc1cc(S(=O)(=O)N2CCCCC2)ccc1Cl,14%,-29%,4%,-5,33%,-12%,1.1,-7%
Cc1ccc(Cn2nnc3c(=O)[nH]c(C4CCN(S(=O)(=O)Cc5ccccc5)CC4)nc32)cc1,13%,1%,7%,0,?,-10%,-0.2,1%
CCCCn1nnnc1C1(C)CCC(=O)N1CCCn1ccnc1 (stereo not given),-17%,-22%,10%,-9,-21%,-25%,-0.9,6µM*
C=CCNc1nc2c(c(=O)[nH]c(=O)n2C)n1CCCc1ccccc1,-2%,-15%,-18%,0,-2%,1%,2.4,3%
c1ccc2[nH]c(CSc3nc4ccccc4s3)nc2c1,-54%[inhibitor],-24%,7%,-1,21%,-9%,-0.3,-4%
COc1ccc(C(=O)OCC(=O)c2c[nH]c3ccccc23)c(OC)c1,-1%,-24%,-10%,-2,-24%,-3%,0.7,-2%
CCOc1ccc(NC(=O)C[n+]2ccccc2)cc1,-4%,-17%,-3%,-9,.,6%,0.1,-10%
Cc1ccccc1C(=O)NC(=S)N(C)CCc1ccccn1,-21%,2%,8%,-10,10%,3%,-1.6,-7%
COc1ccc(CNc2nc(-c3cccnc3)nn2C(=O)c2cccs2)cc1,0%,-20%,2%,19,.,-27%,-3.9,-10%
COCCNC(=O)c1cccc2c1C(=O)c1ccc(N3CCOCC3)cc1S2(=O)=O,0%,-12%,0%,-3,-11%,8%,-2.5,5%
# Next part
SMILES,Abeta yeast res,EPAC1 antagonist,EPAC1 agonist,PI5P4Ka inh,FUS yeast rescue,WRN helicase inh,IL-2 act,PLK1 PBD block
O=C(NC1CC1)C1=C[C@@H](c2ccccc2)C[C@@H](OCc2ccc(CO)cc2)O1,5%,8%,-3%,-4,-3%,1%,0.1,-15%
COc1ccc(OCC(=O)NC(=O)c2ccccc2)c([N+](=O)[O-])c1,-18%,-1%,-1%,2,22%,3%,-0.3,11%
O=C(CCN1C(=O)/C(=C/c2ccco2)SC1=S)Nc1ccc(O)cc1C(=O)O,-15%,5%,-9%,-63*,32%,32µM*,-4.3,0%
CCOc1ccc(OCCC(=O)OCC(=O)NCc2ccccc2)cc1,-2%,-18%,-8%,4,17%,-7%,0.2,-12%
COCC(=O)NNC(=S)Nc1cccc(C)c1C,-11%,?,12%,8,9%,-2%,0.0,-17%
Cc1cc(C)c(S(=O)(=O)N2CCN(C(=O)c3ccc(-n4cncn4)c([N+](=O)[O-])c3)CC2)c(C)c1,-7%,1%,1%,-5,14%,-12%,-2.8,-6%
Cc1ccccc1N(C(=O)Cn1nnc(-c2cccs2)n1)C(C(=O)NCCC(C)C)c1ccco1 (stereo not given),7%,-9%,2%,-4,35%,5%,-0.6,-5%
Cc1noc(C)c1NC(=O)N(C)C[C@H]1Oc2ccc(NC(=O)NC3CCCCC3)cc2C(=O)N([C@H](C)CO)C[C@@H]1C,6%,-3%,-3%,-3,-11%,3%,0.7,-3%
CC1CCCC(C)N1S(=O)(=O)c1ccc(NC(=O)CNCC2CCCO2)cc1 (stereo not given),?,4%,3%,.,4%,1%,-1.4,-1%
COCc1cccc(-c2csc(C(O)c3ccc(F)c(OC)c3)n2)c1 (stereo not given),?,-14%,-6%,11,8%,1%,-0.5,-1%
CCCOc1cccc(-c2nnc(NC(=O)c3ccco3)s2)c1,1%,12%,-2%,-4,15%,-1%,-0.2,-6%

# 3 successive records out of the list so far, for reference:
SMILES,Abeta yeast res,EPAC1 antagonist,EPAC1 agonist,PI5P4Ka inh,FUS yeast rescue,WRN helicase inh,IL-2 act,PLK1 PBD block
CC1CCCC(C)N1S(=O)(=O)c1ccc(NC(=O)CNCC2CCCO2)cc1 (stereo not given),?,4%,3%,.,4%,1%,-1.4,-1%
COCc1cccc(-c2csc(C(O)c3ccc(F)c(OC)c3)n2)c1 (stereo not given),?,-14%,-6%,11,8%,1%,-0.5,-1%
CCCOc1cccc(-c2nnc(NC(=O)c3ccco3)s2)c1,1%,12%,-2%,-4,15%,-1%,-0.2,-6%
